hERG protect – hERG rescue from dofetilide block, primary screen, cell-based, CHO-hERG, FluxOR thallium flux, dofetilide IC70; Voltage-gated inwardly rectifying potassium channel KCNH2 (Homo sapiens), Q12809; dofetilide IC70 present; activation (rescue from dofetilide block), less the hit threshold, % at 10 µM; hit rate 0.51% among 310,000;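 active = activation above the mean of controls blocked by dofetilide plus 5 SD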;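 also: thallium influx through hERG after potassium depolarization seen as dye fluorescence rise; in these data hits start at about 4.7%; inactives centre near -7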
KCNK3 block – human KCNK3 channel inhibitors, primary screen, CHO cells, FluxOR thallium flux, B-score. Potassium channel subfamily K member 3 (Homo sapiens), O14649. FluxOR fluorescence; hits give low values. B-score at 10 µM. hit rate 0.84% among 340,000. AID 602410, 2012;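 active = B-score under library mean minus 4 SD, starting fluorescence ratio at most library mean plus 5 SD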;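 also: more negative B-score means stronger inhibition of thallium flux through KCNK3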
GSK3B inh – human GSK3beta kinase inhibitors, primary screen, biochemical, cell-free homogeneous, HTS; Glycogen synthase kinase-3 beta (Homo sapiens), P49841; GST-GSK3beta kinase, ADP-Glo luminescence, 60 min; hits give low values; activity score (negative = inhibition), % at 10 µM; hit rate 0.038% among 300,000;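 active = more than half of replicate wells score below -50%, meaning over 50% inhibition versus plate controls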;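 also: 0% = median DMSO wells and -100% = median GW8510 positive control wells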
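Test system – GST-tagged human GSK3beta kinase, cell-free · Incubation – 60 min enzyme reaction, room temperature · Signal – ADP-Glo luminescence · Also added – peptide substrate and ATP at 25 µM · Controls – DMSO neutral wells and GW8510 at 20 µM as positive · Buffer or medium – Tris/MgCl2 kinase buffer · Measure – Luminescence-derived activity versus plate DMSO and GW8510 wells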
Dyrk1A ADPGlo – rat Dyrk1A kinase inhibitors, primary screen, biochemical, single point, plate reader | ADP-Glo luminescence, NFATc1 peptide | inhibition, % at 12.5 µM | hit rate 0.43% among 310,000 | AID 504441, 2011; in the data active = inhibition above about 50%;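 also: plate controls were vehicle with enzyme for no effect and no enzyme for full effect; many of its hits are not listed in these tables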
RGS4 pot – RGS4 potentiators or activators, primary screen, cell-based, HEK293 M3R inducible RGS4, calcium flux | AID 463111, 2010 | carbachol calcium flux Fluo4; hits give low values | hit rate 0.92% among 310,000 | B-score at 10 µM;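 active = B-score of the integrated calcium signal more than 4 SD below the library mean, with starting fluorescence not abnormally high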;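 also: negative B-score means reduced calcium response which marks RGS4 activation or potentiation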
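Material: Inducible-RGS4 HEK293 cells carrying M3 receptor; also added: carbachol at ECmax as muscarinic agonist stimulus; incubation: compound preincubation 20 min at room temperature before agonist; signal: Fluo4-AM (2 µM) calcium-flux fluorescence, kinetic read; measure: integrated calcium ratio converted to B score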
GSK3A inh – blockers of GSK3A enzyme activity – biochemical, luminescence, cell-free homogeneous, HTS, primary screen; GSK-3 alpha kinase, ADP-Glo luminescence, 60 min; hit rate 0.1% among 320,000; Glycogen synthase kinase-3 alpha (Homo sapiens), P49840; inhibition, % at 10 µM;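 in the data active = inhibition above about 50%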;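 also: GST-tagged GSK-3 alpha with peptide substrate and 25 µM ATP; 0% = DMSO neutral wells and 100% = GW8510 positive control wells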
KCNK9 inh – KCNK9 potassium channel inhibitors, primary screen, HEK293 cells, thallium flux. FluxOR thallium flux fluorescence; hits give low values. hit rate 1.2% among 310,000. B-score at 10 µM;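 active = ratio B-score over 3 SD below the library mean, with starting fluorescence within 5 SD of its mean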;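 also: negative B-score means less thallium flux so channel inhibition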
Target sequence (Q9NPC2 whole entry, looked up): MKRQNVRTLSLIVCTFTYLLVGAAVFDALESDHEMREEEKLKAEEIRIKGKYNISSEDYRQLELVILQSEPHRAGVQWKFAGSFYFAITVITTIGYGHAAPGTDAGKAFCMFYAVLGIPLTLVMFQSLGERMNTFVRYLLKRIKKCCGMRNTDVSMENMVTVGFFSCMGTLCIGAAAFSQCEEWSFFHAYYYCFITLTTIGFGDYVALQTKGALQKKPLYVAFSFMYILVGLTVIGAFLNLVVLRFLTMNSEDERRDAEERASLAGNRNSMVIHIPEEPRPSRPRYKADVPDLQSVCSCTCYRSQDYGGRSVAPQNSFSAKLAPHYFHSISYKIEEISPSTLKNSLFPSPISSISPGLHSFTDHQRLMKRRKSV
KCNQ1 act – potentiators or activators of KCNQ1 channel, primary screen, cell-based, thallium flux, high-throughput; CHO-K1 KCNQ1, thallium flux FluxOR fluorescence; hits give high values; B-score at 10 µM; hit rate 0.35% among 310,000; AID 2648, 2010;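 active = fluorescence ratio B-score, a plate-corrected score, at least three library SD, with initial intensity B-score within 5 SD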
Target sequence (P51787 whole entry, looked up): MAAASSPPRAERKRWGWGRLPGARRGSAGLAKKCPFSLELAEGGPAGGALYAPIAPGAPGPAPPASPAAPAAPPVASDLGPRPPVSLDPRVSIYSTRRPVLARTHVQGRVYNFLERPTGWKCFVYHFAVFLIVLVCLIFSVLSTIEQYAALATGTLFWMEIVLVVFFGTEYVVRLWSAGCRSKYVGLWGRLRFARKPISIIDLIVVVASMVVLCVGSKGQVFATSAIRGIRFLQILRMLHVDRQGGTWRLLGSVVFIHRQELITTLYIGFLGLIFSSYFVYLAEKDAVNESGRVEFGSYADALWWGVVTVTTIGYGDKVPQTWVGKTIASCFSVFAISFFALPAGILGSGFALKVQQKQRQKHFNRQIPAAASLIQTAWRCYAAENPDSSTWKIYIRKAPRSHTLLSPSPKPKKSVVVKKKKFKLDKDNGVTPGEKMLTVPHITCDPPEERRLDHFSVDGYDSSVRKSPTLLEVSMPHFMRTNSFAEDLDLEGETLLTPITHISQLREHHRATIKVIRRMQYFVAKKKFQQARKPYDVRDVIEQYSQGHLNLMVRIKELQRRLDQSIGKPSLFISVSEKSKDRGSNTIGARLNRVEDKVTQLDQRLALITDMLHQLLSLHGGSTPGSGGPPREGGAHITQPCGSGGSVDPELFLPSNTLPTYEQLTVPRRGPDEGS
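Medium – assay buffer, equal DMSO in all wells · Material – CHO-K1 cell line with stable KCNQ1 potassium channel expression · Signal – kinetic FluxOR thallium fluorescence, 10-s 1-Hz baseline, 110-s post-stimulus read · Compound – single concentration per compound, DMSO matched to controls · Schedule – 37 °C overnight plating, 90-min dark dye load, 20-min compound pretreatment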
PolyA inh – polyadenylation inhibitors in yeast reporter cells, primary screen, luminescence, S. cerevisiae | S. cerevisiae SKY197-pL101 polyadenylation reporter, beta-gal luminescence; efflux-impaired pdr1/pdr3 knockout yeast; score 100 = 6 SD above DMSO | calls only at 12 µM | hit rate 0.02% among 300,000 | AID 1875, 2009;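 active = lowest replicate activity score at least 50, where 100 means six control SD above control mean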;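 also: yeast exposed to compound for 9 h at 30 °C; higher score means more reporter readthrough which indicates perturbed polyadenylation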
KCNQ1 block – inhibitors of human KCNQ1 channel, primary screen, cell-based, thallium flux, high-throughput. Potassium voltage-gated channel subfamily KQT member 1 (Homo sapiens), P51787. CHO-K1 KCNQ1, FluxOR thallium flux fluorescence; hits give high values. B-score at 10 µM. hit rate 1.3% among 310,000. AID 2642, 2010;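 active = compounds whose thallium flux B-score, printed positive for inhibition, exceeds three library SD while starting fluorescence stays within three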;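 also: channel opened by potassium depolarization with thallium stimulus after 20 min compound exposure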
RGS4 block – RGS4 inhibitors, primary screen, cell-based, HEK293 M3R inducible RGS4, calcium flux. Regulator of G-protein signaling 4 (Homo sapiens), P49798. Fluo-4 calcium flux; hits give high values; triggered by carbachol at its EC20. B-score at 10 µM. hit rate 0.45% among 310,000. AID 463165, 2010;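 active = B-score, a plate-corrected calcium signal, over three deviations above library mean, with baseline fluorescence within five deviations of library mean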;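 also: RGS4 expression induced by doxycycline in cells with stable M3 receptor; B-score is computed from the integrated fluorescence ratio over baseline after carbachol; higher B-score means a larger calcium signal and so more RGS4 inhibition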
* hit, by the source's call; i = inactive; / = not tested or not shown.

SMILES	hERG protect	KCNK3 block	GSK3B inh	Dyrk1A ADPGlo	RGS4 pot	GSK3A inh	KCNK9 inh	KCNQ1 act	PolyA inh	KCNQ1 block	RGS4 block
Cc1cc(S(=O)(=O)Nc2ccc(C(=O)N3CCN(c4ccccc4O)CC3)cc2)ccc1F	-15	i	1	1	i	-1	i	i	i	i	i
Cc1cc(C)n(C(=O)Cn2nc([N+](=O)[O-])c(Br)c2C)n1	-11	i	3	9	i	-1	i	i	i	i	i
Cn1c(CNC(=O)CNC(=O)c2ccc(F)cc2)cc(=O)n(C)c1=O	-1	i	-1	-6	i	0	i	i	i	i	i
COc1ccc(Nc2ncnc3sc(-c4ccccc4)cc23)cc1	-11	i	3	4	i	-1	i	i	i	i	i
CC(=O)c1cccc(NC(=O)CCNC(=O)c2cccc(C)c2)c1	-4	i	-2	5	i	0	i	i	i	i	i
CCOC(=O)c1c(C)[nH]c(C)c1C(=O)CSc1nnc(-c2cc(OC)c(OC)c(OC)c2)o1	-9	i	-1	-3	i	1	i	i	i	i	i
CCN(CC)c1ccc(N2C(=O)CSC2=S)cc1	-6	i	-3	7	i	0	i	i	i	i	i
Cc1ccccc1CC(=O)Nc1ccc(S(=O)(=O)N2CCOCC2)cc1	-3	i	-3	-5	i	3	i	i	i	i	i
CCCCCCCCCC(=O)N1CCN(c2cc3c(cc2F)c(=O)c(C(=O)O)cn3CC)CC1	-7	i	1	-3	i	-1	i	i	i	i	i
COc1cc(OC)cc(C(=O)NCC(=O)OCC(=O)Nc2cc(S(C)(=O)=O)ccc2Cl)c1	-10	i	0	0	i	-2	i	i	i	i	i
COc1cccc(NC(=O)c2ccc(C(=O)c3ccccc3)o2)c1	1	i	1	1	i	2	i	i	i	i	i
CCCC12CN(C(=O)c3ccc([N+](=O)[O-])cc3)CC(C)(CN(C(=O)c3ccc([N+](=O)[O-])cc3)C1)C2=O	-8	i	-4	/	i	1	i	i	i	i	i
CC1CC(C)CN(C(=O)CCNC(=O)Cn2ccc3ccccc3c2=O)C1 (stereo not drawn)	-5	i	3	11	i	-2	i	i	i	i	i
Cc1ccccc1OCC(=O)N/N=C/C=C/c1ccccc1	-5	i	1	-1	i	-2	i	i	i	i	i
CN(C)/C=N/c1sc2c(c1C#N)CC(C)(C)NC2(C)C	3	i	2	-3	i	-2	i	i	i	i	i
COc1ccc(/C=C/C(=O)c2ccc(NS(=O)(=O)c3ccc(C)cc3)cc2)cc1O	-7	i	6	-1	i	-5	i	i	i	i	i
O=C(COC(=O)C1CCCC1)Nc1ncc(Cl)cc1Cl	-6	i	4	9	i	-1	i	i	/	i	i
Cc1cc(C)nc(SCc2cc(=O)c(OC(=O)c3cc([N+](=O)[O-])ccc3Cl)co2)n1	-12	i	-1	6	i	-1	i	i	i	i	i
CC(C)(C)n1nnnc1C(c1ccncc1)N1CCN(c2ccc(O)cc2)CC1 (stereo not drawn)	-7	i	1	0	i	-3	i	i	i	i	i
Cc1ccc(S(=O)(=O)Nc2ccc(O)c3ccccc23)c(C)c1	9.0*	i	-4	7	i	1	i	i	i	i	i

2 entries from above, set out differently.
> COc1cccc(NC(=O)c2ccc(C(=O)c3ccccc3)o2)c1
  hERG protect: 1	KCNK3 block: i	GSK3B inh: 1	Dyrk1A ADPGlo: 1	RGS4 pot: i	GSK3A inh: 2	KCNK9 inh: i	KCNQ1 act: i	PolyA inh: i	KCNQ1 block: i	RGS4 block: i

> CCCC12CN(C(=O)c3ccc([N+](=O)[O-])cc3)CC(C)(CN(C(=O)c3ccc([N+](=O)[O-])cc3)C1)C2=O
  hERG protect: -8	KCNK3 block: i	GSK3B inh: -4	Dyrk1A ADPGlo: /	RGS4 pot: i	GSK3A inh: 1	KCNK9 inh: i	KCNQ1 act: i	PolyA inh: i	KCNQ1 block: i	RGS4 block: i

Next part.
SMILES	hERG protect	KCNK3 block	GSK3B inh	Dyrk1A ADPGlo	RGS4 pot	GSK3A inh	KCNK9 inh	KCNQ1 act	PolyA inh	KCNQ1 block	RGS4 block
COc1cc(OC)cc(C(=O)N[C@H](C(=O)NCCc2c[nH]c3ccccc23)C(C)C)c1	-8	i	-1	/	i	0	i	i	i	i	i
Cc1ccccc1OCC(=O)Nc1ccccc1N1CCOCC1	-13	i	-2	16	i	4	i	i	i	i	i
COc1cccc(/C=C2\SC(=S)N(CCC(=O)NC3C=CS(=O)(=O)C3)C2=O)c1 (stereo not drawn)	-8	i	2	1	i	-1	i	i	i	i	i
CC(C)C(C(=O)Nc1ccc(N2CCOCC2)cc1)N1C(=O)c2ccccc2C1=O (stereo not drawn)	0	i	1	1	i	0	i	i	i	i	i
NC(=O)C1CC(=O)N(c2ccc(OCc3c(F)cccc3Cl)cc2)C1 (stereo not drawn)	-8	i	0	-5	i	4	i	i	i	i	i
C/C(CC(=O)Nc1ccc(Cl)c(C(F)(F)F)c1)=N\NC(=O)c1cnccn1	0	i	-2	-2	i	-1	i	i	i	i	i
CN(CCC1CCOCC1)Cc1nc(Cc2ccccc2F)no1	-8	i	3	16	i	-5	i	i	i	i	i
COc1ccc(OC)c(NC(=O)CSc2nnnn2-c2ccc3c(c2)OCO3)c1	-8	i	1	/	i	-4	i	i	i	i	i
CC(=O)NCCC(=O)Nc1cc(S(=O)(=O)N2CCOCC2)ccc1Oc1ccccc1	-6	i	-2	-9	i	1	i	i	i	i	i
Cn1ccc(O)c(C#N)c1=O	-4	i	2	-1	i	-3	i	i	i	i	i
Cc1ccc2cc(C(c3nnnn3CC3CCCO3)N3CCc4ccccc4C3)c(=O)[nH]c2c1 (stereo not drawn)	-19	i	3	2	i	-2	i	i	i	i	i
CC(=O)OC(COC1C[C@@H]2CC[C@@]1(C)C2(C)C)C[N+]1(C)CCCCC1 (stereo partly drawn)	-11	i	0	6	i	0	i	i	i	i	i
CNC[C@H](CC1CCCCC1)NC[C@H](CO)NCCc1cccc(C(F)(F)F)c1	-13	i	-7	2	i	4	i	i	i	i	i
COC(=O)c1c(NC(=O)Cc2ccccc2)sc2c1CCN(C(C)C)C2	-8	i	-2	2	i	-3	i	i	i	i	i
CN(C)c1nc2c(c(=O)[nH]c(=O)n2C)n1Cc1ccc(F)cc1	-5	i	3	-1	i	-2	i	i	/	i	i
CCOc1ccc(CN2CCNC(=O)C2CC(=O)NCCc2nc(C)c3c(n2)CCC3)cc1 (stereo not drawn)	-9	i	-1	-1	i	/	i	i	i	i	i
COC(=O)c1cc(NC(=O)Cn2nc(C)n3cccc3c2=O)cc(C(=O)OC)c1	-8	i	1	-3	i	-1	i	i	i	i	i
CCOC(=O)C1(CCOc2ccccc2)CCN(CC(O)CO)CC1 (stereo not drawn)	-4	i	4	-5	i	0	i	i	/	i	i
O=C(Nc1ccc(Cl)cc1)N(Cc1nnc2n1CCCCC2)c1ccccc1	-3	i	3	-5	i	-1	i	i	i	i	i
COc1cc(OC)cc(C(=O)N2CCN(C(=O)c3cccs3)CC2)c1	-9	i	0	-4	i	-1	i	i	i	i	i
CC(C)Oc1ccc(C(=O)Nc2ccc(C(F)(F)F)n(C)c2=O)cc1	-4	i	2	-2	i	-1	i	i	i	i	i
COc1cccc(Cn2cnc3c(sc4nc(C)cc(C)c43)c2=O)c1	-6	i	5	-1	i	-2	i	i	i	i	i
O=C(Nc1ccc(S(=O)(=O)N2CCCC2)cc1)c1c(F)cccc1F	-11	i	2	-7	i	-1	i	i	i	i	i
COc1ccc(-c2noc(C3CCCN(C(=O)c4ccccc4OC)C3)n2)cc1OC (stereo not drawn)	-6	i	1	3	i	1	i	i	i	i	i
COC(=O)CCC(=O)N(CCN(Cc1ccccc1)C(=O)CCC(=O)OC)Cc1ccccc1	-2	i	-2	0	i	-5	i	i	i	i	i
CCOC(=O)C1=NNC(C(=O)c2ccc(C)cc2)C1c1ccc(OC)cc1 (stereo not drawn)	-14	i	1	0	i	-1	i	i	i	i	i
CCN1C(=O)CC(N2CCC(Cc3ccccc3)CC2)C1=O (stereo not drawn)	-11	i	3	1	i	4	i	i	i	i	i
COc1cccc(CC(=O)NCC2(N3CCCCC3)CCCCC2)c1	-12	i	1	1	i	-4	i	i	i	i	i
Cc1cc(C)c(C#N)c(N2CCN(S(=O)(=O)Cc3ccccc3)CC2)n1	0	i	1	0	i	-1	i	i	i	i	i
COc1ccc(C2CC3(CC(C)(C)NC(SC)=N3)Oc3cc(O)cc(C)c32)cc1 (stereo not drawn)	-12	i	-6	-5	i	1	i	i	i	i	i
CCN(CCNC(=O)Cn1cc2c(n1)CCCC2)c1ccccc1	-10	i	-3	15	i	-4	i	i	/	i	i
C=CCn1c(SCc2ccc(C(=O)NCCO)cc2)nc2sc(C)c(C)c2c1=O	-4	i	3	-4	i	-1	i	i	i	i	i
O=C(/C=C/c1ccccc1)N1CCC[C@H]1CO	-7	i	3	5	i	-3	i	i	i	i	i
Cc1ccc(Cl)cc1N1CCN(C(c2cccnc2)c2nnnn2C2CCCCC2)CC1 (stereo not drawn)	-7	-11*	-2	-1	i	1	-13*	i	i	i	i
O=C(/C=C/c1ccc(Cl)cc1)NC(=S)Nc1ccc(NC(=O)c2ccco2)cc1	-5	i	1	-2	i	-1	i	i	i	i	i
Cn1cc(S(=O)(=O)Oc2ccccc2)c(=O)n(C)c1=O	-10	i	3	/	i	-1	i	i	i	i	i
COCc1nnc(NC(=O)c2ccc(S(=O)(=O)N3CCCCCC3)cc2)o1	4	i	2	-2	i	-1	i	i	i	i	i
O=C1NC(=O)C(CC(=O)N(Cc2cccs2)C2(C(=O)NC3CCCCC3)CCCCC2)N1 (stereo not drawn)	-7	i	-2	-8	i	-3	i	i	i	i	i

The list is partial. The share of hits here may be higher or lower than overall.
